# MBD2 DNA inh – blocks human MBD2 binding to methylated DNA; Q9UBB5; TR-FRET, MBD2 binding to methylated oligonucleotide; inhibition, % at 4.4 µM; 0.31% of 370,000 active; in the data active = inhibition above about 13%
# UHRF1 MBD2 ctr – UHRF1 methyl-DNA binding inhibition. 0.75% of 370,000 active. AID 687016. inhibition, % at 4.4 µM. Q96T88. UHRF1 binding to methylated oligo, TR-FRET; in the data active = inhibition above about 21%;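 note: UHRF1 SRA domain binding a hemimethylated CpG hairpin DNA probe; 0% = median of test compound wells and 100% = reference inhibitor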
# PRMT1 FP inh – PRMT1 (human) inhibition, primary screen; Q99873; recombinant PRMT1, activity-based probe fluorescence polarization; inhibition, % at 2.79 µM; 1.3% of 370,000 active; AID 652257;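 active = inhibition above about 21% made by adding two undisclosed values, limit read from the data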
# GC-B act – GC-B (human) receptor activation. HEK293-GC-B cells, CNP EC30, cGMP TR-FRET; 0% at EC30 CNP, 100% saturating CNP. activation, % at 10 µM. 0.11% of 370,000 active. AID 1920062;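 active = activation at 10 µM reaching about 35% in either raw or pattern-adjusted values, limit read from the data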
# TCR-CD3 inh – inhibitors of human TCR-CD3 interaction; TAMRA-labeled TCR probe fluorescence, biochemical; inhibition, % at 9.4 µM; 0.37% of 360,000 active; AID 651800; in the data active = inhibition above about 19%;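 note: recombinant mutant TCR 2C K166C tagged with TAMRA read by polarization; 0% = receptor in buffer alone and 100% = receptor with positive control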
# HTRA1 inhibitor – inhibitors of human serine peptidase HTRA1; Q92743; recombinant HTRA1, FP-rhodamine activity-based probe, fluorescence polarization; inhibition, % at 5.96 µM; 0.5% of 340,000 active; AID 504803; in the data active = inhibition above about 36%;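 note: 0% = enzyme with DMSO and 100% = wells lacking enzyme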
# Target sequence (Q92743 whole entry, looked up): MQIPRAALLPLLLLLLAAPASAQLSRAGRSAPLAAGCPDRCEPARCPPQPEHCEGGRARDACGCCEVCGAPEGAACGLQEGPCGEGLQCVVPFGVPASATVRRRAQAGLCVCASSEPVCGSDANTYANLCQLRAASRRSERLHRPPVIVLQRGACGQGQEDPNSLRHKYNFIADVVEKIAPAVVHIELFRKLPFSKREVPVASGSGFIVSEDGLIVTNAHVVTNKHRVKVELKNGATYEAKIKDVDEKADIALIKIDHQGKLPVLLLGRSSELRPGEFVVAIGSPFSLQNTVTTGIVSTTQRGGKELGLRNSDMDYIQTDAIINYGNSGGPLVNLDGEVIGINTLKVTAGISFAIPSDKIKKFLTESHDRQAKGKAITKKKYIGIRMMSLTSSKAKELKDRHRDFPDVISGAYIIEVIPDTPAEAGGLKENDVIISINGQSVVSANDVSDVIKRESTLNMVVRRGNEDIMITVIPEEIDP
# rCAG RNA binder – molecules binding r(CAG) RNA repeats | 1.3% of 370,000 active | r(CAG) RNA repeat, TO-PRO-1 dye displacement fluorescence | AID 651821 | inhibition, % at 3 µM;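 active = inhibition above the plate cutoff, the mean of all test compounds on that plate plus 3 SD, cut at about 35% in these data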;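 note: 0% = DMSO alone and 100% = 100 µM mitoxantrone as full dye displacement; higher means more dye released from RNA so lower well fluorescence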
# SIAE primary – blocks human sialic acid acetylesterase; 0.69% of 370,000 active; SIAE FP-Rh probe binding, fluorescence polarization; inhibition, % at 9.66 µM;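 active = inhibition above a cutoff: mean of compounds within the control limits plus 3 SD of those, cut at about 17% in these data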;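 note: 0% = plate median of compound wells and 100% = probe without SIAE protein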
# Target sequence (Q9HAT2 whole entry, looked up): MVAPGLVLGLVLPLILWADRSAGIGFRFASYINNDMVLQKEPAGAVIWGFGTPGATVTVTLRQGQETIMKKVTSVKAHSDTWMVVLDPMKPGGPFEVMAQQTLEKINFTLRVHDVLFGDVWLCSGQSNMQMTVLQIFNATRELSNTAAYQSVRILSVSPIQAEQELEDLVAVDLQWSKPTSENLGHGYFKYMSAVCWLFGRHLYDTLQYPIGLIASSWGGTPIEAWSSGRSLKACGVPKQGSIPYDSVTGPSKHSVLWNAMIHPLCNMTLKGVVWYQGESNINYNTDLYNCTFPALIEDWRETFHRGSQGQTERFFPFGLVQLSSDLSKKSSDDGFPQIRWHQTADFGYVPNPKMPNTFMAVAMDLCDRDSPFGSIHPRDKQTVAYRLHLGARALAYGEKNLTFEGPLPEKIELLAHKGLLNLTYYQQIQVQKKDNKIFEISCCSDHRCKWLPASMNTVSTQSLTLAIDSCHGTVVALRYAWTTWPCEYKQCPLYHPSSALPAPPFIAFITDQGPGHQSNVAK
# NPR1 activator – GC-A (human) enzyme activation | P16066 | HEK293 GC-A cells, cGMP TR-FRET, EC30 ANP; 0% at EC30 ANP, 100% saturating ANP | activation, % at 10 µM | 0.14% of 370,000 active; in the data active = activation above about 40%
# ABHD4 inh – inhibitors of mouse ABHD4 | Q8VD66 | purified mABHD4, FP-Rh probe fluorescence polarization | inhibition, % at 8.92 µM | 0.54% of 370,000 active | AID 720543;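 active = inhibition exceeding the mean over every tested compound plus 3 SD, cut at about 30% in these data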;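 note: 0% = plate median of compound wells and 100% = S159A mutant with DMSO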
#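 Material: mouse ABHD4 enzyme, wild type; Benchmarks: S159A mutant high control, sample median low control; Buffer or medium: HEPES pH 7.0, NaCl, Pluronic buffer; Signal: fluorescence polarization; Read-out: percent inhibition of probe binding, normalized to plate controls; Timing: pre-incubation 45 min, probe exposure 60 min, at 25 °C; Dosing: 8.92 µM, single dose.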
# * hit, by the source's call; . = not tested or not shown. Only part of the results is shown. The share of hits here may be higher or lower than overall.
SMILES,MBD2 DNA inh,UHRF1 MBD2 ctr,PRMT1 FP inh,GC-B act,TCR-CD3 inh,HTRA1 inhibitor,rCAG RNA binder,SIAE primary,NPR1 activator,ABHD4 inh
COc1ccc(C2/C(=C(\O)c3ccc4c(c3)OCCO4)C(=O)C(=O)N2Cc2cccnc2)cc1OC (stereo unspecified),-1.3,-4.6,0.1,0.8,0.3,-1.6,2.8,-5.9,4.6,5.0
CCOC(=O)C1=C(CN2CCN(C(=O)c3ccco3)CC2)NC(=O)NC1c1ccc(OC(C)C)cc1 (stereo unspecified),-1.4,3.0,3.1,-5.9,7.8,3.2,-4.0,-3.5,-1.1,3.4
C=CCN(C(=O)c1csnn1)C(C(=O)NCc1ccccc1)c1ccccc1F (stereo unspecified),2.0,-0.9,-2.0,-3.7,6.6,2.5,22.3,-10.0,-4.5,-5.3
COc1ccc(CC(=O)OC(C)C(=O)Nc2c(C)n(C)n(-c3ccccc3)c2=O)cc1OC (stereo unspecified),-8.2,1.2,-4.0,3.3,2.1,5.9,2.1,2.9,-0.6,-7.4
COc1ccc(/C=C(\NC(=O)c2ccc([N+](=O)[O-])cc2)C(=O)N2CCOCC2)cc1,-2.4,-3.4,0.9,-0.6,0.3,1.3,-3.2,0.1,0.3,5.7
COc1ccc(C(=O)NC(=S)NNC(=O)[C@H]2C[C@@H]2c2ccccc2)cc1OC,1.1,-5.0,-1.6,4.1,3.7,0.1,15.0,7.2,-0.5,-1.6
CCC(=O)N1CCc2cc(Br)c(S(=O)(=O)N3CCCC(C(=O)NC(C)(C)C)C3)cc21 (stereo unspecified),5.1,0.8,0.6,3.3,.,.,6.2,-3.9,2.2,3.9
c1ccc(CNCc2ccco2)cc1,2.7,-3.1,-0.5,-8.1,2.1,2.4,3.9,-6.3,5.0,-1.4
CSc1nnc(CCNS(=O)(=O)c2ccc(Br)cc2)n1C,2.1,-1.8,-0.4,2.1,-2.4,3.0,-2.3,3.8,11.8,0.2
COc1ccc(S[C@]2(C(=O)N3CCCC3)CC(=O)N(C(=O)Nc3ccc(C)c(Cl)c3)[C@@H]2c2ccc(OC)cc2)cc1,-0.3,-0.8,2.6,14.5,.,.,8.2,-1.8,0.5,-3.3
CCCCc1nc2sc3c(=O)n(N)cnc3c2c2c1CCCC2,7.0,0.5,-1.2,3.5,-1.8,4.7,-1.6,6.0,2.8,-6.8
O=C(COc1ccc2ccc(=O)oc2c1)OCc1ccccc1,-3.2,0.8,-2.3,-5.4,9.0,-1.4,-5.9,4.5,1.3,0.1
COC(=O)c1ccc(NC(=O)CSc2nc(N)c(NC(=O)c3ccc(Br)o3)c(=O)[nH]2)cc1,1.2,2.8,3.3,-4.2,1.6,-0.8,8.4,7.3,1.8,-0.3
O=C(CCC(=O)N1CCOCC1)NCCc1ccccc1,4.1,-1.6,-1.7,1.1,1.4,2.0,1.4,8.5,0.9,-4.0
CCn1ncc(/C=N/NS(=O)(=O)c2ccc(Cl)cc2)c1C,-1.9,0.1,-1.8,0.8,4.4,2.7,2.2,5.6,-0.7,4.6
COCCSc1nnc(-c2cccc(C#N)c2)n1C,-4.2,2.8,-3.6,2.4,1.8,0.3,-0.5,-3.0,-0.6,-1.4
CCCCCC(=O)Nc1ccc(Cl)cn1,1.4,-1.1,-1.0,0.8,4.7,0.9,-2.5,-3.7,-0.9,4.7
Cc1ccc(NC(=O)CCCC(=O)O)c(Br)c1,-4.9,-4.3,-0.3,-1.2,-1.8,-0.1,2.9,-2.7,2.0,7.3
CCCCCOc1ccc(NC(=O)CSc2cccc3cccnc23)cc1,-2.0,-16.4,2.6,0.9,3.4,-2.9,0.8,-2.6,5.0,-1.8
CC1(C)CC(=O)C2=C(C1)c1c(ccc3ccccc13)NC2c1ccco1 (stereo unspecified),0.6,-0.6,5.4,-5.7,2.8,-22.4,5.2,1.0,-15.3,1.1
CC(SC1CCCC1)C(=O)Nc1ccnn1C(C)C (stereo unspecified),3.4,-3.8,-1.6,-0.3,1.0,0.2,-5.3,3.3,1.7,-5.5
Cc1cccc(NC(=O)NNC(=O)c2ccc3ccccc3c2)c1,-5.4,1.1,1.3,2.0,-0.8,-8.1,2.0,0.4,2.2,-3.7
O=C(COc1ncnc2scc(-c3ccc(Cl)cc3)c12)NCc1ccco1,5.7,1.8,10.7,-4.5,-2.6,-4.2,9.7,-8.6,-4.6,-17.2
CCCC[C@H]1C2CC(OC(=O)Nc3cc(C)cc(C)c3)C(C2)[C@H]2CCCCN21 (stereo partly specified),0.3,-1.4,0.1,-1.9,.,.,3.8,4.6,-3.7,7.4
CSc1nnc(NC(=O)c2ccc(S(=O)(=O)N3CCOCC3)cc2)s1,-4.6,-2.2,-4.0,2.4,0.1,4.1,7.3,-2.6,1.0,4.5
CC(C)(C)c1ccc(OCC(=O)NN2Cc3ccccc3C2=N)cc1,-1.1,0.5,4.3,-1.4,-4.9,-2.2,-4.1,-2.3,3.1,-3.2
CCOn1c(=O)c(-c2cccc([N+](=O)[O-])c2)[n+]([O-])c2ccccc21,-1.8,-4.3,0.3,4.1,-0.6,-1.0,0.9,-2.5,-1.7,-8.0
Cc1cc(NC(=O)CS(=O)(=O)c2c[nH]c3ccccc23)no1,-6.6,0.3,1.0,3.5,5.5,2.7,3.8,6.8,2.4,-0.1
Cc1ccc(NC2=C(Cl)C(=O)OC2OC(=O)c2ccc(C)cc2)cc1 (stereo unspecified),-2.7,0.9,-1.0,4.0,4.4,-40.3,1.9,-9.4,6.2,-7.7
Cc1oc(-c2cccc(Cl)c2)nc1CN1CCC(C(=O)NCC2CCCO2)CC1 (stereo unspecified),1.4,1.8,0.6,-2.8,-1.8,6.4,-11.6,1.3,-2.2,-2.0
Cc1nc(SC(C)C(=O)c2c(N)n(C)c(=O)n(C)c2=O)c2c(C)c(C)sc2n1 (stereo unspecified),-2.0,1.6,0.2,-4.8,-4.7,-15.2,2.5,-2.7,-0.7,-8.5
COc1ccc(CN2C(=O)C(CC(=O)NCCCN(C)C)CC(C(=O)N(C(C)C)C(C)C)=C2C)cc1 (stereo unspecified),4.3,-1.7,1.8,4.1,0.8,4.0,0.6,4.3,1.6,-1.6
COc1cccc(-c2nnc(SCC(=O)N3CC(C)CC(C)C3)o2)c1 (stereo unspecified),-1.5,2.4,1.4,0.4,-5.1,-5.2,1.1,2.5,0.9,-1.3
O=C(OCC(=O)N1CCC(c2ccccc2)=N1)c1ccc([N+](=O)[O-])s1,-3.5,-3.3,-1.7,1.2,5.0,3.7,-2.4,0.9,0.4,0.8
Cc1ccc2c(C)c(C(=O)N3CCN(c4cnccn4)CC3)oc2c1C,4.1,-0.6,6.0,3.1,-2.2,-5.9,-7.6,5.9,1.0,-1.8
Cn1c(NCCc2ccncc2)nc2cc(-c3ccccc3)sc2c1=O,0.0,1.9,3.9,-6.9,0.5,.,3.3,-27.9,-25.0,-20.7

# Whole records, looked up by structure.
# Profile of Cc1cccc(NC(=O)NNC(=O)c2ccc3ccccc3c2)c1 → MBD2 DNA inh = -5.4; UHRF1 MBD2 ctr = 1.1; PRMT1 FP inh = 1.3; GC-B act = 2.0; TCR-CD3 inh = -0.8; HTRA1 inhibitor = -8.1; rCAG RNA binder = 2.0; SIAE primary = 0.4; NPR1 activator = 2.2; ABHD4 inh = -3.7
# Profile of CCOn1c(=O)c(-c2cccc([N+](=O)[O-])c2)[n+]([O-])c2ccccc21 → MBD2 DNA inh = -1.8; UHRF1 MBD2 ctr = -4.3; PRMT1 FP inh = 0.3; GC-B act = 4.1; TCR-CD3 inh = -0.6; HTRA1 inhibitor = -1.0; rCAG RNA binder = 0.9; SIAE primary = -2.5; NPR1 activator = -1.7; ABHD4 inh = -8.0

# Carrying on.
SMILES,MBD2 DNA inh,UHRF1 MBD2 ctr,PRMT1 FP inh,GC-B act,TCR-CD3 inh,HTRA1 inhibitor,rCAG RNA binder,SIAE primary,NPR1 activator,ABHD4 inh
CCc1nnc(NC(=O)CCC(=O)NCCc2ccc(OC)c(OC)c2)s1,-0.8,1.0,-5.4,4.8,0.5,-0.5,-0.7,-6.2,2.9,-8.1
Cc1ccsc1C(=O)OCC(=O)NC1CCS(=O)(=O)C1 (stereo unspecified),1.4,-0.5,-2.8,0.6,1.2,-3.4,-0.5,-10.8,4.6,-1.8
COc1ccc(Nc2ccccc2C(=O)O)cc1,3.2,0.5,2.5,11.9,0.1,.,-2.3,1.2,3.5,10.3
O=C(CNC(=O)c1ccccc1)OCC(=O)N1c2ccccc2Sc2ccccc21,1.1,-1.3,5.6,-7.2,-5.5,-8.9,-1.6,-0.7,-6.5,-5.1
Cc1cc(=O)oc2c(C)c(OCC(=O)N(C)C)ccc12,0.8,-0.6,1.6,-9.5,4.4,5.1,0.4,-2.3,-0.6,-3.6
CC(=O)Nc1ccc(S(=O)(=O)N2CCN(C(=O)c3ncoc3-c3ccccc3F)CC2)cc1,-1.9,-2.6,-4.5,-1.1,6.5,1.8,1.7,8.0,1.9,-0.1
COc1ccc(C)cc1S(=O)(=O)Nc1cccc(-c2cn3cccnc3n2)c1,-1.7,2.1,-3.6,-1.7,-1.1,-8.2,4.5,-2.2,-2.9,-5.0
CN(C(=O)c1ccccc1)C(=O)c1ccccc1,-3.8,-0.1,0.0,-1.1,2.3,5.9,1.1,-2.1,1.1,0.1
CC(=O)c1ccccc1NC(=O)COc1ccc(N(C)S(=O)(=O)c2ccc(C)c(C)c2)cc1,1.4,0.6,-1.1,-1.6,5.5,-41.6,7.6,-10.6,1.2,-4.5
O=C1c2ccccc2C(=Nc2ccccc2)C1c1cccc(Br)c1 (stereo unspecified),-4.7,-2.0,-2.1,2.0,4.0,2.2,2.4,5.2,-0.5,7.2
Cc1cc(S(=O)(=O)N2CCOCC2)ccc1OCC(=O)N1CCC(C(N)=O)CC1,-1.0,-1.7,-2.6,-1.2,2.6,8.8,-1.4,-1.7,3.4,2.5
Cc1cc(=O)n2[nH]c(-c3cccnc3)nc2n1,1.7,5.6,1.9,0.2,-6.9,.,2.2,2.6,2.8,1.5
O=C1CCc2cc(S(=O)(=O)N3CCN(c4cccc(Cl)c4)CC3)ccc2N1,1.0,-1.2,-0.8,2.8,4.4,-4.5,-1.9,10.3,1.6,0.5
O=C(Nc1cc(S(=O)(=O)N2CCOCC2)ccc1Oc1ccc(F)cc1)C1=COCCO1,-0.5,2.6,2.8,4.2,-3.5,0.5,-1.2,2.6,0.0,-7.5
Cc1ccc(SCC(=O)NNC(=O)c2ccc(S(C)(=O)=O)cc2)cc1,-4.9,-2.0,8.9,4.8,-3.8,5.5,3.6,4.0,2.9,-2.2
COc1ccc(Nc2ccc(C(F)(F)F)cc2[N+](=O)[O-])cn1,-0.7,-3.4,1.6,1.0,5.2,-1.2,-4.7,-0.6,3.2,-1.1
COc1ccc2c(=O)c3c(=O)n(CCc4ccccc4)c(C(C)C)nc3oc2c1,-4.5,-0.7,-4.2,-1.5,4.8,-2.2,-2.2,4.2,-6.3,-2.8
COC(=O)C[C@@H]1OC[C@H](Cc2ccccc2)N1S(=O)(=O)c1ccc(C)cc1,-1.7,3.3,-0.1,5.3,0.1,.,-0.5,2.6,-2.4,-1.7
CN(C(=O)c1ccc(NC(=O)Cc2ccc([N+](=O)[O-])cc2)cc1)C1CC1,-1.9,4.1,-0.2,4.0,1.6,2.8,-2.4,3.1,-0.8,3.5
CC1CCN(C(=O)CSc2nc(N)cc(N)n2)CC1,4.5,2.9,0.6,4.8,-4.0,4.9,-2.9,-0.9,6.8,0.3
CSc1nc(N)nc(SCC(=O)OC(C)C)c1C#N,-5.8,2.1,-1.2,-18.7,0.1,-9.1,0.8,-0.8,-21.2,-5.1
